From PubChem
K1F lysis inhibition – protection from phage-mediated lysis, alamar blue read-out – E. coli UTI89, K1F phage, bacterial capsule biogenesis inhibitors (AID 488966). E. coli UTI89 K1F phage lysis, alamar blue, 2 h; higher % means a stronger effect. one-dose inhibition, % at 100 µM; IC50 in µM for titrated hits. 340,000 compounds, 0.02% hits;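 active = phage lysis inhibition, versus mean bacterial control, above a set limit; inconclusive = no clear call, values can overlap the other calls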;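 note: capsule biogenesis inhibitors block K1F phage lysis so surviving cells raise fluorescence; higher fluorescence means more inhibition of phage lysis; actives were called in the ten point dose series up to 300 µM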
Siah-1 displacement – blockers of Siah-1 interaction with plectin peptide – biochemical, fluorescence polarization, rhodamine-plectin, uHTS, primary screen (AID 1817); Siah-1 / rhodamine-plectin peptide fluorescence polarization; higher % means a stronger effect; displacement, % at 20 µM; hits with a dose series show IC50 in µM; 290,000 compounds, 0.02% hits;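 active = displacement of at least 50% at 20 µM, with a fluorescence ratio check between 0.3 and a set limit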;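 note: plate controls were Siah plus tracer with DMSO for no effect and tracer alone without Siah for full effect; strong numbers were not always called active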
West Nile antiviral – inhibition of WNV-induced cytopathic effect – cell-based, CPE readout (AID 1621) | West Nile virus-infected cells, CPE inhibition; higher % means a stronger effect | CPE inhibition, % at 10 µM; hits with a dose series show IC50 in µM | 290,000 compounds, 0.02% hits; in the data active = a potency from the dose series; inconclusive = CPE inhibition mostly from about 3.7% at the one dose, without a potency; inactive = the rest, 99 in 100 with CPE inhibition below about 2.2%; note: strong numbers were not always called active
RSV antiviral HEp-2 – inhibition of RSV-induced cytopathic effect – HEp-2 cells, primary 10 µM value included (AID 2391); one-dose CPE inhibition, % at 10 µM; IC50 in µM for titrated hits; 310,000 compounds, 0.13% hits; HEp-2 cells, RSV-induced CPE inhibition; higher % means a stronger effect; in the data active = a potency from the dose series; inconclusive = CPE inhibition mostly from about 23% at the one dose, without a potency; inactive = the rest, 99 in 100 with CPE inhibition below about 21%; note: strong numbers were not always called active
AID2073 – disruptors of CaV2.2 binding to Mint1 – biochemical, HTRF (AID 2073). inhibition, % at 20 µM, or IC50 in µM where a hit was titrated. HTRF protein-protein interaction, Mint1-CaV2.2; higher % means a stronger effect. 290,000 compounds, 0.19% hits; in the data active = inhibition mostly above about 51%, no sharp cut-off; inconclusive = no clear call, values can overlap the other calls; inactive = mostly below about 53%; note: some results filed as inactive read as strong as hits
NTR1 ag – NTR1-driven beta-arrestin-GFP spot formation – imaging, U2OS cells, high content, primary screen (AID 493036). 330,000 compounds, 0.17% hits. agonist mode. activation, % at 20 µM. P30989;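 active = activation at or above 40% of the spot to cytoplasm intensity ratio, with at least 20 cells analyzed; inconclusive = wells under 20 cells, flagged as cytotoxic or low count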;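 note: 0% = DMSO without peptide and 100% = 100 nM NTR1 peptide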
Target sequence (P30989 whole entry, looked up): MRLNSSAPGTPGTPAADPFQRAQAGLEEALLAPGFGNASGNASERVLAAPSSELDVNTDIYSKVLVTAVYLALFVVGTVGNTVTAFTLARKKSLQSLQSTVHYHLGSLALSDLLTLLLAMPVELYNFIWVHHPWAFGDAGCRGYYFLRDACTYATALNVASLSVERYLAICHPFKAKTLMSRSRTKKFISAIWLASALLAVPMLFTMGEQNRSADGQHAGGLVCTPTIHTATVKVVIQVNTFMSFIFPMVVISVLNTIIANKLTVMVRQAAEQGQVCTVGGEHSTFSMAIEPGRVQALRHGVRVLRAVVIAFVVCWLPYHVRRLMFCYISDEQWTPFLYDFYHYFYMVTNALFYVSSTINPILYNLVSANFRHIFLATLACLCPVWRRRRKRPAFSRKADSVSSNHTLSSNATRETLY
SV40 large T antigen – TAg ATPase/helicase activity blockers – biochemical (AID 1903); 310,000 compounds, 0.39% hits; inhibition, % at 20 µM; hits with a dose series show IC50 in µM; SV40 large T antigen ATPase/helicase inhibition assay; higher % means a stronger effect; in the data active = a potency from the dose series; inconclusive = inhibition mostly from about 32% at the one dose, without a potency; inactive = the rest, 99 in 100 with inhibition below about 32%; note: strong numbers were not always called active
Rac1 GTP hydrolysis – MgcRacGAP GTPase-activating activity inhibitors, confirmation, biochemical, ADP Hunter fluorescence. 340,000 compounds, 0.6% hits. inhibition, % at 30 µM; hits with a dose series show IC50 in µM. AID 624330. MgcRacGAP-stimulated Rac1 GTP hydrolysis, ADP Hunter fluorescence; higher % means a stronger effect; GST-tagged Rac1 F28L mutant substrate;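 active = first-screen hits whose inhibition reached a set limit at any dose in the follow-up dose series; inconclusive = inhibition above the set first-screen limit but never retested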;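 note: fluorescence reports GDP produced by GAP-driven GTP hydrolysis; strong numbers were not always called active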
Dengue-2 NS5 capping – flavivirus cap methylation enzyme inhibition – biochemical, confirmation dose response, primary screen (AID 588689). Dengue-2 NS5 methyltransferase capping enzyme assay, biochemical; higher % means a stronger effect. inhibition, % at 25 µM, or IC50 in µM where a hit was titrated. 340,000 compounds, 0.3% hits; in the data active = a potency from the dose series; inconclusive = inhibition above about 29% without an active follow-up result
NTR1 ag cell count 20 µM – further read-out of NTR1 ag, marked with its call; cell count; measured here: cell count, cytotoxicity flag
Dengue-2 NS5 capping pilot replicate – recorded beside Dengue-2 NS5 capping, whose call it bears; inhibition, %; measured here: pilot screen replicate inhibition
An asterisk follows results filed as active; i = inactive; ? = inconclusive; · = not tested or not shown; [ ] = dose if it differs, or a comment.

SMILES | K1F lysis inhibition | Siah-1 displacement | West Nile antiviral | RSV antiviral HEp-2 | AID2073 | NTR1 ag | NTR1 ag cell count 20 µM | SV40 large T antigen | Rac1 GTP hydrolysis | Dengue-2 NS5 capping | others
O=C(O)c1cccnc1SC1CC(=O)N(c2cccc3ccccc23)C1=O (stereo not drawn) | · | 1% | 0.9% | -0.1% | -6% | -0.7 | 44 | -6% | · | ·
Fc1ccccc1NC(=S)N(CCCN1CCOCC1)Cc1cccnc1 | 0.5% | 6% | 0.6% | -0.8% | -13% | 0.9 | 65 | -2% | 0% | 0%
S=C(Nc1ccc(Cl)cc1)NC1CC2CCCC(C1)N2C1CCCC1 (stereo not drawn) | -0.1%[50 µM] | -2% | -0.6% | -2.2% | -7% | 2.6 | 49 | 19% | 1% | -9%
O=C(Nc1ccccc1)C1CC(=O)n2ncnc2N1 (stereo not drawn) | -1.4% | 13% | 0.6% | 0.1% | 2% | 0.3 | 64 | 15% | 0% | -4%
CN(C)S(=O)(=O)c1ccc(N2C(=O)CC2(/C=C/c2ccccc2)C(=O)NC2CCCC2)cc1 (stereo not drawn) | 0.5%[50 µM] | 3% | -0.6% | 5.2% | 12% | 0.7 | 84 | -1% | 3% | 0%
COc1ccccc1NC(=O)c1cc2ccccc2o1 | 1.1% | 16% | -0.2% | 5.4% | -5% | 5.7 | 38 | 9% | 11% | 8%
CCN(CC)CCNC(=O)c1ccc(NC(=O)c2ccc(COc3ccccc3)cc2)cc1 | -0.1% | 5% | ? | -0.9% | 9% | 0.2 | 59 | 9% | 8% | 1%
O=C(Nc1sc2c(c1-c1nc3ccccc3[nH]1)CCCC2)C1CC1 | 1.2% | -5% | -0.3% | -1.2% | 0% | 1.4 | 54 | 9% | 14% | 3%
CC(C)OC(=O)c1cccc(NC(=O)CSc2nnc(N)s2)c1 | 0.5% | 3% | · | 2.3% | 4% | -1.0 | 42 | 10% | 5% | -5%
COc1cccc(CNC(=O)COc2cccc(-n3cnnn3)c2)c1 | 1.1%[50 µM] | · | · | 1.9% | · | 0.9 | 50 | 7% | 9% | 3%
CSCCC1NC(=O)N(CC(=O)Nc2ccc(Br)cc2Br)C1=O (stereo not drawn) | 0.0% | 6% | -0.1% | 3.7% | -3% | 4.5 | 55 | 6% | 2% | -6%
CCOC(=O)C1CCN(c2c(NCc3ccc(C(=O)NC4CCCC4)cc3)c(=O)c2=O)CC1 | -1.2% | -2% | 0.0% | 1.0% | 0% | -0.5 | 59 | 1% | 12% | 1%

Compounds from the list above with a halogen, in the order listed:
SMILES | K1F lysis inhibition | Siah-1 displacement | West Nile antiviral | RSV antiviral HEp-2 | AID2073 | NTR1 ag | NTR1 ag cell count 20 µM | SV40 large T antigen | Rac1 GTP hydrolysis | Dengue-2 NS5 capping | others
Fc1ccccc1NC(=S)N(CCCN1CCOCC1)Cc1cccnc1 | 0.5% | 6% | 0.6% | -0.8% | -13% | 0.9 | 65 | -2% | 0% | 0%
S=C(Nc1ccc(Cl)cc1)NC1CC2CCCC(C1)N2C1CCCC1 (stereo not drawn) | -0.1%[50 µM] | -2% | -0.6% | -2.2% | -7% | 2.6 | 49 | 19% | 1% | -9%
CSCCC1NC(=O)N(CC(=O)Nc2ccc(Br)cc2Br)C1=O (stereo not drawn) | 0.0% | 6% | -0.1% | 3.7% | -3% | 4.5 | 55 | 6% | 2% | -6%

Continuation.
SMILES | K1F lysis inhibition | Siah-1 displacement | West Nile antiviral | RSV antiviral HEp-2 | AID2073 | NTR1 ag | NTR1 ag cell count 20 µM | SV40 large T antigen | Rac1 GTP hydrolysis | Dengue-2 NS5 capping | others
O=C(/C=C/c1ccccc1)OCc1cnc(Cl)s1 | 0.1% | -2% | -0.1% | 0.1% | -9% | -0.3 | 46 | 7% | 5% | 13%
COc1ccccc1CNC(=O)c1cn(C)c(=O)c2cc(OC)c(OC)cc12 | 0.2% | -3% | 1.2% | 2.3% | -1% | -0.8 | 108 | 2% | 6% | -3%
COC(=O)C(C)(C)ONC(=O)Nc1ccccc1 | 2.7% | 3% | -0.5% | 0.3% | 3% | 0.1 | 48 | 7% | 2% | -4%
O=C(/C=C/c1cccc(F)c1)N1CCN(c2ccccn2)CC1 | 0.1% | -5% | -0.3% | -0.8% | 10% | 2.4 | 66 | 11% | 7% | 1%
COc1cc2c(cc1OC)CN(CC(=O)Nc1ccc(C)c(S(=O)(=O)N3CCOCC3)c1)CC2 | -0.1% | 0% | -0.9% | 7.9% | 0% | 1.4 | 63 | 8% | -1% | 3%
Nc1nc(SCc2nnc(SCC(=O)O)n2-c2ccccc2)nc2sc3c(c12)CCCC3 | -0.7% | 1% | 0.6% | 2.9% | -2% | -0.9 | 88 | 2% | 5% | 14%
COc1ccc(NC(=O)c2c(-c3c(Cl)cccc3Cl)noc2C)c(OC)c1 | 0.1% | 2% | -0.2% | ? | -23% | 0.5 | 63 | -1% | 6% | -8%
COc1cc(OC)c(N2CC(C(=O)NCCC3=CCCCC3)CC2=O)cc1Cl (stereo not drawn) | -0.4%[50 µM] | · | · | -0.1% | · | 2.7 | 57 | · | 8% | -3%
O=S(=O)(NNC(=S)Nc1ccc(S(=O)(=O)Nc2ncccn2)cc1)c1ccc(Br)cc1 | 1.7%[50 µM] | 4% | 0.0% | 1.3% | -8% | -1.0 | 57 | 9% | 3% | 3%
COc1cc(/C=C2/C(=O)N(c3ccc([N+](=O)[O-])cc3)N=C2N2CCOCC2)ccc1O | 1.4% | 1% | -0.7% | 0.9% | 7% | 0.9 | 64 | 18% | 14% | 42%
COC(=O)C(C(=O)OC)C(CC(=O)c1ccc(C)cc1)c1cc(OC)c(OC)c(OC)c1 (stereo not drawn) | 0.0% | 1% | 0.6% | 1.6% | -3% | -0.1 | 81 | 2% | 8% | -6%
N#CC(C#N)=C1NC2(CCCCC2)Cc2ccccc21 | ? | 7% | -1.1% | 0.0% | -4% | -1.4 | 38 | 2% | 10% | 6%
O=C(COc1ccccc1)Nc1cccc2c1CCCC2 | 0.8% | -4% | -0.3% | 2.2% | 13% | 0.9 | 41 | 5% | 9% | -1%
O=S(=O)(c1ccc(F)cc1)N1CCN(S(=O)(=O)c2ccc3c(c2)OCCO3)CC1 | 0.9% | · | · | · | · | -1.5 | 120 | · | 8% | 1%
O=C(O)CSCNC(=O)C12CC3CC(CC(C3)C1)C2 | 0.8% | -4% | 0.1% | 2.6% | 8% | -0.2 | 50 | 3% | 5% | -4% | Dengue-2 NS5 capping pilot replicate=1.4
COc1cccc(C(=O)C[n+]2cccc3cc(OC)ccc32)c1 | 0.7%[50 µM] | · | · | 0.1% | · | -4.4 | 54 | · | 6% | 5%
CC(=O)N1CCc2cc(Br)cc(S(=O)(=O)N3CCN(c4ccccn4)CC3)c21 | 1.3% | 2% | · | 1.4% | 3% | -0.2 | 57 | · | 6% | -7%
CC(=O)Nc1ccc(NC(=O)CSc2ccc([N+](=O)[O-])cn2)cc1 | 0.3% | -2% | 0.1% | 1.6% | -14% | -0.5 | 48 | 7% | 16% | 8%
O=C(CN1CCN(C(=O)c2cccc(S(=O)(=O)N3CCCC3)c2)CC1)Nc1ccc(F)cc1 | 0.9%[50 µM] | · | · | 1.6% | · | 2.1 | 48 | · | 5% | 1%
CCOC(=O)C1CCN(C(=O)c2cc3cc(Br)ccc3oc2=O)CC1 | 0.2% | -1% | 0.1% | 0.3% | 2% | -0.4 | 104 | 9% | 12% | -10%
CC(C)(C)NC(=O)CN(Cc1cccs1)C(=O)CN1C(=O)C(=O)c2ccccc21 | 1.1% | -2% | 0.9% | -0.4% | -10% | -1.9 | 30 | 1% | 1% | -12%
CN(C(=O)COC(=O)c1cc(=O)[nH]c2ccccc12)c1c(N)n(Cc2ccccc2)c(=O)[nH]c1=O | 1.4%[50 µM] | · | · | -0.3% | · | -0.4 | 71 | 3% | 7% | -1%
O=C1CN(c2ccc(Cl)cc2)C(=O)CN1NC(=S)Nc1ccc(Cl)cc1 | 0.9% | 1% | 0.0% | -1.1% | -25% | -0.6 | 36 | 7% | 12% | -2%
COc1cc(CN2CCN(C(=O)c3ccccc3F)CC2)cc(OC)c1OC | 4.5% | 10% | -0.9% | 0.2% | 8% | 0.1 | 60 | 9% | 26% | ·
CC(=O)c1nc2ccccc2n1S(=O)(=O)c1ccc(C)cc1 | 4.5% | -3% | 0.8% | 1.8% | 21% | 0.1 | 78 | 4% | 6% | -2%
COc1ccc(C)cc1C(=O)CCC(=O)Nc1ccccc1N1CCOCC1 | -0.1% | 2% | -1.8% | 2.9% | 54% | 0.8 | 85 | 12% | 4% | -3%
Cc1cccc(CCN(CC(=O)NC2CCCCC2)C(=O)c2csnn2)c1 | i | 0% | -0.6% | -2.2% | -1% | -0.6 | 62 | 17% | 0% | -2%
CCOc1ccc(S(=O)(=O)N=C(c2ccccc2)N2CCOCC2)cc1 | -1.0% | · | · | · | · | 4.8 | 84 | · | 3% | -1%
Cc1ccccc1Nc1ncnc2c1cnn2Cc1ccccc1 | · | -3% | 0.8% | 2.0% | 3% | -1.0 | 46 | 13% | · | ·
Cc1cc(N)n(-c2ncnc3scc(-c4ccc(Cl)cc4)c23)n1 | 0.0% | -4% | 0.6% | 5.1% | 3% | -0.5 | 88 | 5% | 7% | -6%
CC(=O)NC1C(=O)Nc2c1cccc2C(F)(F)F (stereo not drawn) | -0.2% | 3% | 0.5% | 1.6% | -16% | 0.9 | 54 | 3% | 3% | -11%
O=C1CC2c3ccccc3C1C1C(=O)N(CCc3ccccc3)C(=O)C21 (stereo not drawn) | -0.1% | 2% | -1.4% | 1.4% | -13% | 1.0 | 82 | 5% | -2% | -4%
CCCn1c(N)[n+](CC(=O)c2ccco2)c2ccccc21 | 0.6% | 8% | 0.7% | -0.4% | -1% | -0.8 | 62 | 9% | -3% | -4%
CCN1C(=O)[C@H]2[C@@H](c3ccc(-c4ccc(OC)cc4)cc3)N[C@@](CC(C)C)(C(=O)OC)[C@H]2C1=O | 1.5% | · | · | 1.5% | · | 0.7 | 61 | 2% | 12% | 0%
COc1ccc(S(=O)(=O)N2CCN(C(=O)c3cc(C)oc3C)CC2)cc1 | 0.1% | 6% | -0.7% | 1.7% | 0% | -0.5 | 28 | -1% | 5% | -5%
